# High-throughput results as filed in PubChem BioAssay.
# PLAP inhibition – PLAP enzyme inhibitors, biochemical, luminescence, HTS (AID 690). purified PLAP, luminescent substrate; higher % means a stronger effect. inhibition, % at 20 µM; hits with a dose series show IC50 in µM. actives 0.08% (n = 96,000); in the data active = a potency from the dose series; inactive = the rest, 99 in 100 with inhibition below about 30%; note: strong numbers were not always called active
# NFkB transloc inh – blocks IL-1B driven NFkB nuclear translocation in HUVEC cells. inhibition, % at 2 µM. actives 0.43% (n = 94,000). HUVEC IL-1B NFkB p65 nuclear translocation imaging;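 active = inhibition above about 30% together with a positive call from visual inspection of the well image, limit read from the data; inconclusive = inhibition above a set limit but visual check negative; inactive = inhibition not above a set limit, visual check negative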;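 note: nuclear over cytoplasmic p65 intensity ratio measured by imaging; 0% = IL-1B stimulated DMSO wells and 100% = unstimulated DMSO wells; values of inactives mirror those of a sister screen read the other way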
# MRP reversal – reverses drug resistance mediated by MRP; H69AR cells + 2 uM doxorubicin, CellTiter-Glo, 72 h; differential viability (reversal), % at 10 µM; actives 0.04% (n = 85,000); AID 602;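 active = viability drop by adding the cancer drug above about 55%, with treated viability meeting a 40% cutoff, limit read from the data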;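 note: viability without doxorubicin minus viability with 2 µM doxorubicin for each compound; larger differential means the compound sensitizes cells more to doxorubicin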
# IL1B NFkB pot – enhances IL-1B driven NFkB nuclear translocation; actives 0.3% (n = 94,000); HUVEC IL-1B NFkB p65 nuclear translocation imaging; activation, % at 2 µM; AID 819;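 active = activation above 40%, about the mean plus 3 SD, also judged a hit on visual image review; inconclusive = activation above 40% but not a hit on visual review; inactive = activation not above 40% and no visual hit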;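 note: percent activation is computed from the nuclear over cytoplasmic p65 intensity ratio; values of inactives mirror those of a sister screen read the other way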
# Bcl-B TR3 displacers – displacers of TR3 peptide from Bcl-B, primary screen, selectivity assay for Bfl-1 inhibitor project, biochemical, fluorescence polarization; AID 748; FP displacement of FITC-TR3 peptide from Bcl-B; higher % means a stronger effect; displacement, % at 20 µM, or IC50 in µM where a hit was titrated; actives 0.11% (n = 96,000);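 active = displacement above 50% at 20 µM plus a fluorescence interference ratio under 1.5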;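 note: plate controls were wells without compound for no effect and wells lacking Bcl-B protein for full effect; a part of the inactive calls stands beside numbers as strong as those of hits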
# MRP reversal cytotoxicity – further read-out of MRP reversal, marked with its call; viability, %; H69AR cells, CellTiter-Glo, 72 h; measured here: cytotoxicity without doxorubicin
# MRP reversal with doxorubicin – recorded beside MRP reversal, whose call it bears; viability, %; measured here: viability with 2 uM doxorubicin; hits give low values
# NFkB transloc inh cell count 2 µM – second read-out of NFkB transloc inh, no call of its own (marks repeat the call); cell count; measured here: cells passing quality filter;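 raw number of nuclei counted in each imaged well without normalization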
# IL1B NFkB pot cell count 2 µM – further read-out of IL1B NFkB pot, marked with its call; cell count; measured here: cells passing quality filter
# The depositor's hits bear a star; ? = inconclusive; nt = no result given. The list is partial (hit frequency here may not be typical).
SMILES,PLAP inhibition,NFkB transloc inh,NFkB transloc inh cell count 2 µM,MRP reversal,MRP reversal cytotoxicity,MRP reversal with doxorubicin,IL1B NFkB pot,IL1B NFkB pot cell count 2 µM,Bcl-B TR3 displacers
CCCC(C(=O)NC1CCCC1)N(C(=O)Cn1nnc(-c2ccc(C)o2)n1)c1ccccc1OC (configuration not stated),-76%,-12,127,-9,95,104,12,127,-4%
O=C(CSc1nnc(CNc2ccc(F)cc2)n1Cc1ccccc1)N1CCOCC1,-39%,nt,nt,11,98,87,nt,nt,0%
Cc1ccc(N2CC(C(=O)Nc3nnc(C(C)C)s3)CC2=O)cc1 (configuration not stated),-33%,-6,166,-1,88,90,6,166,-6%
CCOc1ccc(N2C(=O)c3ccc(C(=O)OCc4c(C)noc4C)cc3C2=O)cc1,1%,-2,115,2,36,34,1,115,-5%
O=C(CN(CCc1ccccc1)C(=O)CNS(=O)(=O)c1ccccc1)NCc1ccco1,-2%,-22,179,10,96,86,22,179,21%
CCOC(=O)N1CCC(NC(=O)CC(NS(=O)(=O)c2ccc(Cl)cc2)c2ccco2)CC1 (configuration not stated),-29%,nt,nt,-2,73,75,nt,nt,-2%
Cc1ccccc1N1C(N)=NC(N)=NC1(C)C,13%,6,114,-14,78,92,-6,114,-6%
O=C(Nc1ccc(N2CCOCC2)c2nonc12)C1CCCC1,13%,4,197,nt,nt,nt,-4,197,7%
CC(Sc1nc2ccccc2o1)C(=O)O (configuration not stated),-25%,nt,nt,-2,93,95,nt,nt,6%
COC(=O)C1=C(C)Nc2nnnn2C1c1ccco1 (configuration not stated),3%,-10,106,16,89,73,10,106,-8%
N#CCn1nnc(-c2ccc3c(c2)OCO3)n1,-3%,-3,80,35,132,97,3,80,-8%
CCOCC(=O)Nc1ccccc1C(=O)OCC,12%,-7,124,-4,101,105,7,124,3%
COc1cccc(C(=O)n2c(SC)nc3cc4c(cc32)OCCO4)c1,-7%,9,168,nt,nt,nt,-9,168,-14%
Cc1noc(C)c1S(=O)(=O)N1CCC(C(=O)NCCC2=CCCCC2)CC1,7%,11,164,17,97,80,-11,164,-7%
CCc1nnc(SCC(=O)N2CCCc3ccccc32)nc1CC,11%,-5,169,nt,nt,nt,5,169,13%
FC(F)(F)c1nc(-c2cccnc2)ncc1-c1nnnn1-c1ccccc1,-8%,nt,nt,nt,nt,nt,nt,nt,-1%
CCCCN(CC)S(=O)(=O)c1ccc(C(=O)Nc2nnc(-c3ccccc3Cl)o2)cc1,-66%,-2,176,-33,27,60,2,176,8%
c1coc(Cn2nnnc2CN2CCN(C3CCCCC3)CC2)c1,-36%,nt,nt,-1,83,84,nt,nt,8%
CCOc1ccc2[nH]c(C)cc(=O)c2c1,1%,0,63,6,91,85,0,63,-6%
Cc1c(C(=O)NC(C)CN2CCCCC2)oc2ccccc12 (configuration not stated),-32%,-9,104,11,108,96,9,104,5%
COC(=O)c1c(C)[nH]c(C)c1-c1ccccc1,5%,-44,128,13,102,88,?,nt,15%
CCOc1cc(NC(=O)C2CC2)c(OCC)cc1NC(=O)c1ccccn1,-2%,-48,171,nt,nt,nt,?,nt,7%
CCCCOCCCNC(=O)N[C@H](C(=O)OC)C(C)C,7%,-9,106,0,92,92,9,106,-14%
COc1ccc(OC)c(NC(=O)C2CCC(CNc3c(N4CCC(C)CC4)c(=O)c3=O)CC2)c1 (configuration not stated),-74%,12,181,11,81,70,-12,181,7%
COc1ccc(-c2nnc(SCC(=O)c3[nH]c(C)c(C(C)=O)c3C)o2)cc1,-10%,-75,199,0,5,5,?,nt,-11%
Cc1ccn2c(NC(=O)c3ccco3)c(-c3ccccc3)nc2c1,nt,-6,122,5,95,90,6,122,nt
Cc1cc(C)cc(N(CC(=O)N2CCn3c2nc2ccccc23)S(=O)(=O)c2c(C)noc2C)c1,-30%,5,150,12,92,80,-5,150,-1%
CC(C)n1c(=S)[nH]c2c1c(=O)[nH]c(=O)n2C,-2%,-22,163,nt,nt,nt,22,163,10%
Cc1cccc(CCN(C(=O)Cc2cccs2)C(C(=O)NC2CCCCC2)c2cccnc2)c1 (configuration not stated),13%,-2,118,nt,nt,nt,2,118,2%
Clc1ccc(-c2csc(N3CCC(c4ccccc4)C3)n2)cc1 (configuration not stated),9%,6,174,nt,nt,nt,-6,174,-10%
[O-]C1=N/[N+](=C/c2ccc(Cl)c(Cl)c2)CC1,-3%,-15,55,-5,90,95,15,55,0%
O=C1N/C(=C/c2ccc(N3CCOCC3)cc2)C(=O)N1Cc1ccc(F)cc1,11%,-20,107,nt,nt,nt,20,107,-9%
Cc1onc(-c2c(F)cccc2Cl)c1C(=O)NCCc1ccc(S(N)(=O)=O)cc1,-32%,-5,122,11,102,91,5,122,-9%
COc1cc(C(=O)OCC(=O)Nc2c(F)c(F)c(F)c(F)c2F)cc(OC)c1OC,-24%,6,145,-2,94,96,-6,145,-2%
O=C(NC1CCCC1)C(NS(=O)(=O)c1cccc2nsnc12)c1ccccc1 (configuration not stated),7%,9,106,16,91,75,-9,106,-6%
CCCC(CCC)n1[nH]c(=O)c2c(C)cc(C)nc21,-4%,10,144,nt,nt,nt,-10,144,0%
Cc1ccc(SCc2noc(C(=O)NCC3CCCO3)c2C(=O)O)cc1C (configuration not stated),2%,-20,172,nt,nt,nt,20,172,-8%
Cc1ccc2nc(-c3ccccc3)cc(C(=O)O)c2c1,-22%,-2,223,1,102,101,2,223,19%
CCS(=O)(=O)N1CCC(C(=O)NCCCN2CCN(c3ccccc3F)CC2)CC1,-11%,-4,136,-1,93,95,5,136,-2%
Cc1ccc(-n2c(Cc3cccn3C)nnc2SCC(=O)Nc2nnc(C)s2)cc1,-19%,nt,nt,11,99,88,nt,nt,-32%
O=S(=O)(Nn1cnnc1)c1ccccc1,nt,-18,107,5,92,87,17,107,nt
Cc1cc(=O)oc2c(CN3CCN(C)CC3)c(O)c(Cl)cc12,15%,nt,nt,-17,92,109,nt,nt,-7%
CCOc1cc(C)ccc1OCc1nnc(SCC(=O)c2cccc([N+](=O)[O-])c2)n1CC,6%,9,126,nt,nt,nt,-9,126,11%
CC(=O)c1c(C)[nH]c(C(=O)OCC(=O)N2CCc3ccccc32)c1C,-21%,-6,178,3,81,78,6,178,-15%
Cc1ccc(CN2C(=O)CCC2C(=O)NCCCN2CCOCC2)cc1 (configuration not stated),-19%,-35,141,1,92,92,35,141,-1%
Cc1cc(C)nc(SCC(=O)N2CCC(C(N)=O)CC2)n1,12%,-1,113,-3,95,98,1,113,-4%
CCOc1ccccc1N1CC(C(=O)Nc2ccccc2N2CCOCC2)CC1=O (configuration not stated),-46%,5,197,17,98,80,-5,197,1%
CCCSc1nc2c(cnn2-c2ccc(F)cc2)c(=O)[nH]1,-9%,9,45,nt,nt,nt,-9,45,1%
COc1ccc(-n2ncc3c(NCC4CCCO4)ncnc32)cc1 (configuration not stated),11%,13,155,-1,87,88,-13,155,-9%
Cc1cccc(-n2c(CNC(=O)c3ccc(S(=O)(=O)N4CCCC4)cc3)n[nH]c2=S)c1,-65%,-10,176,-5,96,101,10,176,10%
Cc1cc(Br)cn2ccnc12,-14%,nt,nt,nt,nt,nt,nt,nt,12%
O=C(CSc1n[nH]c(-c2ccco2)n1)Nc1sc2c(c1C(=O)Nc1ccccc1)CCCC2,-34%,-8,141,3,73,69,8,141,-6%
O=c1cc(Nc2ccc3c(c2)OCCO3)[nH]c(=O)n1-c1ccc(Cl)cc1,-6%,nt,nt,-10,9,19,nt,nt,-1%
O=C1CC(N2CCN(c3ccccc3Cl)CC2)C(=O)N1c1ccc(F)cc1 (configuration not stated),-5%,26,70,2,87,85,-26,70,0%
CCn1nnnc1SCC(=O)N1c2ccccc2CCc2ccccc21,-48%,2,127,-6,63,70,-2,127,1%
CCOc1ccc(C(=O)Nc2c3c(nn2-c2ccc(C)cc2)CS(=O)C3)cc1OCC (configuration not stated),-35%,-15,79,-3,85,88,15,79,0%
Cc1cc(Cl)c(OCCN2C(=O)NC(C)(C)C2=O)c(Br)c1,-5%,4,153,-16,94,110,-4,153,-15%
CCCCCCCn1c(=N)n(CC(=O)c2ccco2)c2ccccc21,3%,-34,174,-30,24,54,34,174,5%
CCn1c(=O)c2c(nc(SCC(=O)NCC3CCCO3)n2C)n(C)c1=O (configuration not stated),10%,11,209,-1,82,84,-11,209,-2%
CCOC(=O)Cn1nc(-c2ccccc2)ccc1=O,2%,10,114,nt,nt,nt,-10,114,7%
# Following part.
SMILES,PLAP inhibition,NFkB transloc inh,NFkB transloc inh cell count 2 µM,MRP reversal,MRP reversal cytotoxicity,MRP reversal with doxorubicin,IL1B NFkB pot,IL1B NFkB pot cell count 2 µM,Bcl-B TR3 displacers
COc1cccc(C2C(C(=O)c3sc(C)nc3C)=C(O)C(=O)N2CCN(C)C)c1OC (configuration not stated),10%,nt,nt,-3,99,102,nt,nt,-8%
Cn1c(NC(=O)c2ccc(F)c(F)c2)cc(=O)n(C)c1=O,9%,nt,nt,-26,83,110,nt,nt,-1%
CCOC(=O)C1CCN(S(=O)(=O)c2c(C)[nH]c(=O)[nH]c2=O)CC1,18%,nt,nt,-4,89,94,nt,nt,-15%
O=C(Nc1ccsc1C(=O)NC1CCCCC1)c1ccc(F)cc1,-2%,-12,130,nt,nt,nt,12,130,8%
Cc1ccc(C(=O)CSc2nnc(COc3cccc4cccnc34)o2)cc1,-51%,-4,157,3,68,65,4,157,-6%
CC1CN=C(N(C(=O)Nc2ccccc2)C(C)C)S1 (configuration not stated),nt,-1,133,16,101,86,1,133,nt
Cc1cc(-c2c(C)[nH]n(-c3ccccc3)c2=O)n(-c2ccccc2)n1,0%,6,144,nt,nt,nt,-6,144,-17%
Cc1nn(-c2ccc3nnc(Br)n3n2)c(C)c1Br,9%,2,179,nt,nt,nt,-3,179,-3%
CCn1c(SC(C)C)nnc1C1CCN(S(=O)(=O)c2ccc(OC)cc2)CC1,-12%,-8,100,nt,nt,nt,8,100,-6%
CCOC(=O)c1c(N)c(C#N)c2n1CCCC2,-7%,-8,172,17,100,83,8,172,6%
O=C(NC1CCCCC1)NC1CC2CCC(C1)N2C(=S)NCc1ccco1 (configuration not stated),-13%,-18,96,nt,nt,nt,18,96,-8%
COc1ccc(NC(=O)CN2CCC3(O)CCCCC3C2c2cc(OC)ccc2OC)cc1 (configuration not stated),-62%,5,119,nt,nt,nt,-5,119,9%
COc1cccc(NC(=O)CCN2C(=O)c3ccccc3S2(=O)=O)c1,16%,-22,74,4,83,79,22,74,3%
CCC(C)NCCOCCSc1ccc(Cl)cc1 (configuration not stated),-2%,0,107,nt,nt,nt,0,107,8%
COc1ccc(OC)c(N(CC(=O)Nc2ccccc2C(=O)NCc2ccco2)S(C)(=O)=O)c1,-76%,-1,163,8,90,82,1,163,-6%
CCOC(=O)c1c(NC(=O)C2CCCO2)sc(C(=O)OC(C)(C)C)c1C (configuration not stated),-69%,99*,129*,-5,10,16,-99,129,-2%
O=S(=O)(c1ccccc1)c1nc(-c2cccs2)oc1NCCCn1ccnc1,-24%,4,104,-6,84,90,-4,104,-6%
FC(F)Oc1ccc(/C=N/c2c(-c3ccc(OC(F)F)cc3)nc3n2CCS3)cc1,nt,-35,156,5,65,60,35,156,nt
COc1ccc(OC)c(NC(=O)COC(=O)/C=C/c2c(C)nn(C3CCS(=O)(=O)C3)c2Cl)c1 (configuration not stated),11%,-8,141,16,79,63,8,141,-9%
CC(=O)c1c(C)nn(C(=O)N2CCOCC2)c1C,7%,nt,nt,-17,76,93,nt,nt,-1%

# Limited to NFkB transloc inh, for two of the compounds above:
Molecule	NFkB transloc inh
Cc1nn(-c2ccc3nnc(Br)n3n2)c(C)c1Br	2
O=C(NC1CCCCC1)NC1CC2CCC(C1)N2C(=S)NCc1ccco1 (configuration not stated)	-18
